TRPC6 inh: mouse TRPC6 channel inhibitors, primary screen, cell-based, HEK293, membrane potential dye. Short transient receptor potential channel 6 (Mus musculus), Q61143. ACh-evoked depolarization; stronger effect = lower value. B-score at 10 µM. 310,000 compounds, 1.1% hits. AID 2553, 2010;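 active = B-score under library mean minus 3 SD, initial fluorescence not abnormally high, positive integrated signal ratio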;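 also: B-score derived from integrated fluorescence ratio over the kinetic read; more negative B-score means stronger inhibition of depolarization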
TMEM16A act: TMEM16A chloride channel activators or potentiators, primary screen, cell-based, HTS | 340,000 compounds, 0.3% hits | Anoctamin-1 (Mus musculus), Q8BHY3 | B-score at 10 µM | HEK293 TMEM16A/YFP-H148Q/I152L, iodide quench fluorescence; stronger effect = lower value | AID 623877, 2012;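 active = fluorescence-ratio B-score plate-corrected deviation score at least 3 library SD below zero, with starting fluorescence score within 5 deviations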;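 also: channel opened by trigger with iodide after compound preincubation; score built on the fluorescence ratio of max minus min over baseline; more negative score means more quench and so TMEM16A activation or potentiation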
Target sequence (Q8BHY3 whole entry, looked up): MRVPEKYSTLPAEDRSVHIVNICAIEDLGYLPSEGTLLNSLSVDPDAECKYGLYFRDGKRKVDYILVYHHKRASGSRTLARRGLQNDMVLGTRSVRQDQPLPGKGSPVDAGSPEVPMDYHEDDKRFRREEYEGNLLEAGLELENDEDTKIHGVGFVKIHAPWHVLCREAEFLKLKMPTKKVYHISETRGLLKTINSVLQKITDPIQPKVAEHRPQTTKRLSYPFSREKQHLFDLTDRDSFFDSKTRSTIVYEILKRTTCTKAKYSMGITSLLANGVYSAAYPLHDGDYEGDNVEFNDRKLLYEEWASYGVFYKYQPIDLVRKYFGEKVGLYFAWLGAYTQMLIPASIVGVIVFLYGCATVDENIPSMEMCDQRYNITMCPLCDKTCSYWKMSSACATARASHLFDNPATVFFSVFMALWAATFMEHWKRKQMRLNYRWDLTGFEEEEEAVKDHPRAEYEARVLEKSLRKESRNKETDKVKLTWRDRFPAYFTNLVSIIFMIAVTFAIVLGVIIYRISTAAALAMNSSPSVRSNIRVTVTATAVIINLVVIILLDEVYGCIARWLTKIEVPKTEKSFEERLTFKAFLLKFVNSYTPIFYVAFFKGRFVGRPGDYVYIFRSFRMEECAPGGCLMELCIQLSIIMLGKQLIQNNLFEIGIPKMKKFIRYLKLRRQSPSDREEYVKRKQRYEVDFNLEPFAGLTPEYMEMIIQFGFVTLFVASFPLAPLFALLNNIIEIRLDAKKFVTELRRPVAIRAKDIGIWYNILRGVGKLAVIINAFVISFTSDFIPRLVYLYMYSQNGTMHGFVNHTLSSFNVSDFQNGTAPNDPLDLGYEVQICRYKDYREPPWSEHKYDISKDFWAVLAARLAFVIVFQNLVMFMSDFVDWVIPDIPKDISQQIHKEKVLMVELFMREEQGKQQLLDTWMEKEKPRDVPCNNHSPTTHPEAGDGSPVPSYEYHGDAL
TRPC4 potent: positive allosteric modulators of TRPC4, primary screen, cell-based, mouse TRPC4beta, HEK293 mu-opioid, Fluo-4 calcium. DAMGO EC20, Fluo-4 Ca2+ flux; stronger effect = higher value. Short transient receptor potential channel 4 (Mus musculus), Q9QUQ5. 310,000 compounds, 0.42% hits. B-score at 10 µM;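 active = B-score of calcium response area above 5 SD of library B-scores, with initial fluorescence ratio within 5 SD of library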;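 also: B-score of integrated fluorescence ratio over time as area under calcium response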
MrgX1 ag: agonists of human MrgX1 receptor, primary screen, HEK293 cells, Fluo-4 calcium flux | Mas-related G-protein coupled receptor member X1 (Homo sapiens), Q96LB2 | Fluo-4 calcium fluorescence, agonist mode; stronger effect = higher value | B-score at 10 µM | 310,000 compounds, 0.44% hits;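 active = calcium response B-score plate-corrected fluorescence ratio at least 3 library SD, with starting fluorescence B-score inside 5 SD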
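System: HEK293 cells stably expressing human MrgX1 receptor; Dosing: test compound in the initial addition of three; Schedule: overnight plating, then 30 min 37 °C plus 30 min room-temperature dye loading; Detection: kinetic calcium dye fluorescence, Fluo-4 NW; Controls: per-plate positive and negative controls for Z′ factor.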
RGS4 inh: RGS4 inhibitors, primary screen, cell-based, HEK293 M3R inducible RGS4, calcium flux; Regulator of G-protein signaling 4 (Homo sapiens), P49798; Fluo-4 calcium flux; stronger effect = higher value; triggered by carbachol at its EC20; B-score at 10 µM; 310,000 compounds, 0.45% hits; AID 463165, 2010;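 active = B-score, a plate-corrected calcium signal, over three deviations above library mean, with baseline fluorescence within five deviations of library mean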;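 also: RGS4 expression induced by doxycycline in cells with stable M3 receptor; B-score is computed from the integrated fluorescence ratio over baseline after carbachol; higher B-score means a larger calcium signal and so more RGS4 inhibition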
TRPC6 activator: mouse TRPC6 channel activators, primary screen, cell-based, HEK293, membrane potential dye | Short transient receptor potential channel 6 (Mus musculus), Q61143 | HEK293-TRPC6 membrane potential dye fluorescence; stronger effect = higher value | B-score at 10 µM | 310,000 compounds, 0.13% hits | AID 2550, 2010;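 active = B-score of the integrated fluorescence ratio above library mean plus 3 SD, and starting fluorescence ratio within library mean plus 5 SD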;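 also: higher score means more depolarization so channel activation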
TRPC4 inh: inhibitors of mouse TRPC4 channel, primary screen, Fluo4 calcium, HEK293 TRPC4beta/mu-opioid cells | Short transient receptor potential channel 4 (Mus musculus), Q9QUQ5 | DAMGO-evoked Fluo4 calcium flux; stronger effect = lower value | B-score at 10 µM | 300,000 compounds, 0.39% hits;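 active = B-score over 3 SD under the library average, no early fluorescence shift, positive overall ratio signal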
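Assay system: HEK293 cells with stable TRPC4beta plus mu-opioid receptor expression. Dosing: single dose. Measured by: Fluo4 Ca2+ flux fluorescence. Also added: DAMGO in two steps, submaximal then maximal. Read-out: B score from integrated Fluo4 fluorescence ratio.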
MrgX1 allo act: positive allosteric modulators of MrgX1, primary screen, HEK293 cells, Fluo-4 calcium flux; Mas-related G-protein coupled receptor member X1 (Homo sapiens), Q96LB2; FDSS; stronger effect = higher value; B-score at 10 µM; 310,000 compounds, 0.63% hits; AID 588675, 2011;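 active = plate-corrected calcium response at least 3 library SD above typical, normal starting fluorescence, not activating the receptor alone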;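 also: compound read alongside a low EC10 to EC30 dose of BAM8-22 agonist; peak minus trough fluorescence over baseline measured at the second addition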
ANO1 block: TMEM16A chloride channel inhibitors, primary screen, cell-based, HTS; normalized B-score (activity score, 25-100; higher = stronger inhibition) at 10 µM; HEK293 TMEM16A/YFP iodide influx fluorescence, ionomycin; AID 588511, 2011; 310,000 compounds, 1.2% hits; Anoctamin-1 (Mus musculus), Q8BHY3;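 active = ratio plate-corrected score three or more library SD toward inhibition, starting fluorescence score within five deviations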;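 also: score derived from kinetic fluorescence span divided by baseline fluorescence per well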
MrgX1 antagonist: antagonists of human MrgX1 receptor, primary screen, HEK293 cells, Fluo-4 calcium flux | Mas-related G-protein coupled receptor member X1 (Homo sapiens), Q96LB2 | BAM8-22 antagonism; stronger effect = lower value | B-score at 10 µM | 310,000 compounds, 1.3% hits | AID 588676, 2011;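 active = calcium-response B-score plate-corrected more than 3 library SD below zero, starting fluorescence within 5 deviations, no agonist response on first addition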;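 also: peak minus trough fluorescence over baseline after final BAM8-22 challenge near maximal dose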
TRPC4 agonist: activators of mouse TRPC4 channel, primary screen, Fluo4 calcium, HEK293 TRPC4beta/mu-opioid cells; B-score at 10 µM; AID 2237, 2010; Fluo4 calcium fluorescence; stronger effect = higher value; 310,000 compounds, 0.49% hits; Short transient receptor potential channel 4 (Mus musculus), Q9QUQ5;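 active = B-score above 5 SD of library B-scores, and initial fluorescence ratio not above library mean plus 5 SD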;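 also: positive B-score marks a calcium rise read as TRPC4 activation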
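Test system: HEK293 cells stably co-expressing mouse TRPC4beta and mu-opioid receptor | Schedule: Fluo4 dye loading 45 min at room temperature, 110 s recording | Measured by: Kinetic Fluo4 calcium fluorescence, 5 s baseline at 1 Hz | Evaluation: B score of integrated ratio | Controls: Buffer (low) and maximal DAMGO (high)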
Calls only.

Results for CCOC(=O)C1(Cc2ccc(OC)cc2)CCN(C(=O)CCc2cnccn2)CC1 ?
TRPC6 inh: inactive; TMEM16A act: inactive; TRPC4 potent: inactive; MrgX1 ag: inactive; RGS4 inh: inactive; TRPC6 activator: inactive; TRPC4 inh: inactive; MrgX1 allo act: inactive; ANO1 block: inactive; MrgX1 antagonist: inactive; TRPC4 agonist: inactive

What do the screens show for `O=C1CC(NS(=O)(=O)c2ccc([N+](=O)[O-])cc2)CN1c1ccc2c(c1)OCCO2` (configuration not stated)?
TRPC6 inh: inactive; TMEM16A act: inactive; TRPC4 potent: inactive; MrgX1 ag: inactive; RGS4 inh: inactive; TRPC6 activator: inactive; TRPC4 inh: inactive; MrgX1 allo act: inactive; ANO1 block: inactive; MrgX1 antagonist: inactive; TRPC4 agonist: inactive

What do the screens show for `COC(=O)C[C@H]1c2cc(F)cc(F)c2S(=O)(=O)N1C1CCN(Cc2ccccc2)CC1`?
TRPC6 inh: inactive; TMEM16A act: inactive; TRPC4 potent: inactive; MrgX1 ag: inactive; RGS4 inh: inactive; TRPC6 activator: inactive; TRPC4 inh: inactive; MrgX1 allo act: inactive; ANO1 block: inactive; MrgX1 antagonist: inactive; TRPC4 agonist: inactive

What do the screens show for `CCN(c1ccccc1)S(=O)(=O)c1ccc(Cl)c(NC(=O)COC(=O)c2ccc(O)cc2)c1`?
TRPC6 inh: inactive; TMEM16A act: inactive; TRPC4 potent: inactive; MrgX1 ag: inactive; RGS4 inh: inactive; TRPC6 activator: inactive; TRPC4 inh: inactive; MrgX1 allo act: inactive; ANO1 block: inactive; MrgX1 antagonist: inactive; TRPC4 agonist: inactive

What do the screens show for `CCOC(=O)CNC(=O)CSc1ncnc2c1cnn2Cc1ccccc1`?
TRPC6 inh: inactive; TMEM16A act: inactive; TRPC4 potent: inactive; MrgX1 ag: inactive; RGS4 inh: inactive; TRPC6 activator: inactive; TRPC4 inh: inactive; MrgX1 allo act: inactive; ANO1 block: inactive; MrgX1 antagonist: inactive; TRPC4 agonist: inactive

What do the screens show for `Cc1cc(N/N=C/c2ccccc2[N+](=O)[O-])nc(-n2nc(C)cc2C)n1`?
TRPC6 inh: inactive; TMEM16A act: inactive; TRPC4 potent: inactive; MrgX1 ag: inactive; RGS4 inh: inactive; TRPC6 activator: inactive; TRPC4 inh: inactive; MrgX1 allo act: inactive; ANO1 block: inactive; MrgX1 antagonist: inactive; TRPC4 agonist: inactive

What do the screens show for `CC(=O)c1cnc(Nc2nc(C)c3cc(C)c(C)cc3n2)nc1C`?
TRPC6 inh: inactive; TMEM16A act: inactive; TRPC4 potent: inactive; MrgX1 ag: inactive; RGS4 inh: inactive; TRPC6 activator: inactive; TRPC4 inh: inactive; MrgX1 allo act: inactive; ANO1 block: inactive; MrgX1 antagonist: inactive; TRPC4 agonist: inactive

What do the screens show for `COc1ccc2[nH]c(=O)c(CN(C(=O)NC3CCCCC3)C3CCCCC3)cc2c1`?
TRPC6 inh: inactive; TMEM16A act: inactive; TRPC4 potent: inactive; MrgX1 ag: inactive; RGS4 inh: inactive; TRPC6 activator: inactive; TRPC4 inh: inactive; MrgX1 allo act: inactive; ANO1 block: inactive; MrgX1 antagonist: inactive; TRPC4 agonist: inactive

What do the screens show for `O=C(O)CCn1c(-c2ccccc2)cc2ccccc21`?
TRPC6 inh: inactive; TMEM16A act: inactive; TRPC4 potent: inactive; MrgX1 ag: inactive; RGS4 inh: inactive; TRPC6 activator: inactive; TRPC4 inh: inactive; MrgX1 allo act: inactive; ANO1 block: inactive; MrgX1 antagonist: inactive; TRPC4 agonist: inactive

How did Cc1ccc(C)c(OC(C)C(=O)Nc2nccs2)c1 (configuration not stated) do in these assays?
TRPC6 inh: inactive; TMEM16A act: inactive; TRPC4 potent: inactive; MrgX1 ag: inactive; RGS4 inh: inactive; TRPC6 activator: inactive; TRPC4 inh: inactive; MrgX1 allo act: inactive; ANO1 block: inactive; MrgX1 antagonist: inactive; TRPC4 agonist: inactive

Results for O=C(N/C(=C\c1cccs1)C(=O)N1CCOCC1)c1ccco1 ?
TRPC6 inh: inactive; TMEM16A act: inactive; TRPC4 potent: inactive; MrgX1 ag: inactive; RGS4 inh: inactive; TRPC6 activator: inactive; TRPC4 inh: inactive; MrgX1 allo act: inactive; ANO1 block: inactive; MrgX1 antagonist: inactive; TRPC4 agonist: inactive

What do the screens show for `COc1ccccc1NC(=O)COc1ccc(/C=N/NC(=O)c2cccnc2)cc1`?
TRPC6 inh: inactive; TMEM16A act: inactive; TRPC4 potent: inactive; MrgX1 ag: inactive; RGS4 inh: inactive; TRPC6 activator: inactive; TRPC4 inh: inactive; MrgX1 allo act: inactive; ANO1 block: inactive; MrgX1 antagonist: inactive; TRPC4 agonist: inactive

What do the screens show for `COc1cc2oc(=O)c(Br)c(C)c2c(OC)c1OC`?
TMEM16A act: inactive; MrgX1 ag: inactive; MrgX1 allo act: inactive; ANO1 block: inactive; MrgX1 antagonist: inactive

Results for COC(=O)c1cnc(Oc2ccc(NC(=O)NC(=O)c3c(OC)cccc3OC)cc2)cc1C(F)(F)F ?
TRPC6 inh: inactive; TMEM16A act: inactive; TRPC4 potent: inactive; MrgX1 ag: inactive; RGS4 inh: inactive; TRPC6 activator: inactive; TRPC4 inh: inactive; MrgX1 allo act: inactive; ANO1 block: inactive; MrgX1 antagonist: inactive; TRPC4 agonist: inactive

How did CC(C)(C)CC(=O)Nc1nnc(CCc2ccccc2)s1 do in these assays?
TRPC6 inh: inactive; TMEM16A act: inactive; TRPC4 potent: inactive; MrgX1 ag: inactive; RGS4 inh: inactive; TRPC6 activator: inactive; TRPC4 inh: inactive; MrgX1 allo act: inactive; ANO1 block: inactive; MrgX1 antagonist: inactive; TRPC4 agonist: inactive

What do the screens show for `COc1ccc(C)cc1NC(=O)C1CCCN(S(=O)(=O)c2cccs2)C1` (configuration not stated)?
TRPC6 inh: inactive; TMEM16A act: inactive; TRPC4 potent: inactive; MrgX1 ag: inactive; RGS4 inh: inactive; TRPC6 activator: inactive; TRPC4 inh: inactive; MrgX1 allo act: inactive; ANO1 block: inactive; MrgX1 antagonist: inactive; TRPC4 agonist: inactive

How did Cc1ccc(C)c(S(=O)(=O)Nc2ccccc2C(=O)Nc2ccc(S(=O)(=O)Nc3ncccn3)cc2)c1 do in these assays?
TRPC6 inh: inactive; TMEM16A act: inactive; TRPC4 potent: inactive; MrgX1 ag: inactive; RGS4 inh: inactive; TRPC6 activator: inactive; TRPC4 inh: inactive; MrgX1 allo act: inactive; ANO1 block: inactive; MrgX1 antagonist: inactive; TRPC4 agonist: inactive

Results for COc1cccc([C@H](O)Cn2cc(-c3ccc(CON=C(C)C)cc3)nn2)c1 ?
TRPC6 inh: inactive; TRPC4 potent: inactive; MrgX1 ag: inactive; RGS4 inh: inactive; TRPC6 activator: inactive; TRPC4 inh: inactive; MrgX1 allo act: inactive; ANO1 block: inactive; MrgX1 antagonist: inactive; TRPC4 agonist: inactive

What do the screens show for `COC(=O)c1ccccc1NCc1cc(=O)oc2cc(O)c(O)cc12`?
TRPC6 inh: inactive; TMEM16A act: inactive; TRPC4 potent: inactive; MrgX1 ag: inactive; RGS4 inh: inactive; TRPC6 activator: inactive; TRPC4 inh: inactive; MrgX1 allo act: inactive; ANO1 block: inactive; MrgX1 antagonist: inactive; TRPC4 agonist: inactive

What do the screens show for `COc1cc(C)c(Cl)cc1S(=O)(=O)NCc1ccccn1`?
TRPC6 inh: inactive; TMEM16A act: inactive; TRPC4 potent: inactive; MrgX1 ag: inactive; RGS4 inh: inactive; TRPC6 activator: inactive; TRPC4 inh: inactive; MrgX1 allo act: inactive; ANO1 block: inactive; MrgX1 antagonist: inactive; TRPC4 agonist: inactive

How did CCCCS(=O)CC(CS(=O)CCCC)OC(=O)c1ccccc1 (configuration not stated) do in these assays?
TRPC6 inh: inactive; TMEM16A act: inactive; TRPC4 potent: inactive; MrgX1 ag: inactive; RGS4 inh: inactive; TRPC6 activator: inactive; TRPC4 inh: inactive; MrgX1 allo act: inactive; ANO1 block: inactive; MrgX1 antagonist: inactive; TRPC4 agonist: inactive

What do the screens show for `COc1cc(C(=O)N2CCN(C/C=C/c3ccccc3)CC2)cc(OC)c1OC`?
TRPC6 inh: inactive; TMEM16A act: inactive; TRPC4 potent: inactive; MrgX1 ag: inactive; RGS4 inh: inactive; TRPC6 activator: inactive; TRPC4 inh: inactive; MrgX1 allo act: inactive; ANO1 block: inactive; MrgX1 antagonist: inactive; TRPC4 agonist: inactive

How did COc1ccc(-c2noc(CCCC(=O)Nc3ccc(C(N)=O)cc3)n2)cc1OC do in these assays?
TRPC6 inh: inactive; TMEM16A act: inactive; TRPC4 potent: inactive; MrgX1 ag: inactive; RGS4 inh: inactive; TRPC6 activator: inactive; TRPC4 inh: inactive; MrgX1 allo act: inactive; ANO1 block: inactive; MrgX1 antagonist: inactive; TRPC4 agonist: inactive

What do the screens show for `O=C(O)c1ccccc1Nc1ccccc1C(=O)O`?
TRPC6 inh: inactive; TMEM16A act: inactive; TRPC4 potent: inactive; MrgX1 ag: inactive; RGS4 inh: inactive; TRPC6 activator: inactive; TRPC4 inh: inactive; MrgX1 allo act: inactive; ANO1 block: inactive; MrgX1 antagonist: inactive; TRPC4 agonist: inactive
